Scp-1 inhibitor: blocks human Scp-1 phosphatase activity. inhibition, % at 20 µM. Recombinant Scp1, phosphopeptide, malachite green phosphate absorbance. Q9GZU7. 0.88% of 340,000 active;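 active = inhibition above about 50% at 20 µM, limit read from the data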;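 note: plate controls were DMSO wells with enzyme for no effect and wells lacking enzyme for full effect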
Target sequence (Q9GZU7 76-261 limits assumed): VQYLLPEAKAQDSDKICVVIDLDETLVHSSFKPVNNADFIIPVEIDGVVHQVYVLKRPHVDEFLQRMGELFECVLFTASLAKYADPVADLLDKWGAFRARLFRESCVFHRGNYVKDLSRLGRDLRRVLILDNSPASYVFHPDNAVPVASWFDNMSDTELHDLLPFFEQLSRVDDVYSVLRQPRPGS
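Incubation: 45 min enzyme reaction at room temperature / System: truncated SCP-1 phosphatase (76-261aa) / Reagent: Phospho 17-mer peptide substrate / Buffer or medium: Acidic Tris acetate buffer with magnesium and detergent / Signal: absorbance at 630 nm / Doses: one concentration, 20 µM, with 1.0% DMSO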
NadD block: inhibitors of Staphylococcus aureus NadD. purified NadD enzyme, colorimetric absorbance read-out. inhibition, % at 20 µM. 0.78% of 360,000 active. AID 602399; in the data active = inhibition above about 26%; note: some compounds past the cut are filed as inactive
SUMO1-SIM PPI: SUMO1-SIM interaction modulation | SUMO1 binding to a labelled peptide, TR-FRET, 1 h | inhibition, % at 20 µM | 0.33% of 360,000 active | AID 602429; in the data active = inhibition above about 37%
MsrA inhibitor: inhibitors of bovine MsrA. inhibition, % at 15.5 µM. purified bovine MsrA, absorbance read-out. 0.75% of 360,000 active; in the data active = inhibition above about 4.5%;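 note: 0% = vehicle wells with enzyme and 100% = reference inhibitor wells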
CSN deneddyl inh: inhibitors of human CSN-mediated cullin deneddylation; 0.38% of 360,000 active; Purified CSN, SCF-Nedd8-OG deneddylation, fluorescence polarization; Q92905; AID 651999; inhibition, % at 12.5 µM;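 active = pattern-corrected inhibition above about 35%, with an unprinted fluorescence ratio check between 0.5 and 1.5, limit read from the data, passing the limit was not always enough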;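 note: 0% = enzyme with substrate and 100% = substrate without enzyme; some results filed as inactive read as strong as hits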
Target sequence (Q92905 whole entry, looked up, one chain of several): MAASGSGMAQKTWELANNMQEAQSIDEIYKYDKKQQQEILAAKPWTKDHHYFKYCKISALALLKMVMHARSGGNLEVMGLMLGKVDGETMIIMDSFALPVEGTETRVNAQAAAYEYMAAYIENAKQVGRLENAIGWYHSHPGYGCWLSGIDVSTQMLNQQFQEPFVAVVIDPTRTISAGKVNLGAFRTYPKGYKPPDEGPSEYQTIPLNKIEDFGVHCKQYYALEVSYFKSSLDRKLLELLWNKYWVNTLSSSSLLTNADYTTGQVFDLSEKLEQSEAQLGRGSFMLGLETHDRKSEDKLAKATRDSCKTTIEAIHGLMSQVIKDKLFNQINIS
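Detection – fluorescence polarization · System – HEK293T-derived human Csn5 enzyme · Controls – substrate-only high control, full reaction low control · Timing – 90 min, room temperature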
STEP block: STEP (human) phosphatase inhibition | P54829 | recombinant STEP, OMFP fluorogenic substrate, fluorescence | inhibition, % at 20 µM | 0.25% of 360,000 active | AID 588621;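 active = inhibition at 20 µM, scaled per plate between control wells, above about 37%, limit read from the data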;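 note: 0% = DMSO with enzyme and substrate and 100% = substrate only without enzyme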
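medium = Bis-Tris buffer pH 6.0, 2.5 mM DTT, 0.005% Tween 20 | test system = STEP (striatal-enriched tyrosine phosphatase) enzyme, cell-free | measure = normalized % inhibition | compound dosing = 20 µM, 1% DMSO | also added = 25 µM OMFP | schedule = reaction 20 min, ambient temperature | measured by = fluorescence read at 480 nm ex / 540 nm em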
LMPTP block: blocks human LMPTP phosphatase; P24666; recombinant LMPTP-A, OMFP fluorogenic substrate, fluorescence intensity; inhibition, % at 20 µM; 0.22% of 360,000 active; AID 651560;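 active = compounds that cut the enzyme signal by at least half of the control window in the single-dose screen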;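 note: plate controls were DMSO wells with enzyme plus substrate for no effect and substrate without enzyme for full effect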
Target sequence (P24666 whole entry, looked up): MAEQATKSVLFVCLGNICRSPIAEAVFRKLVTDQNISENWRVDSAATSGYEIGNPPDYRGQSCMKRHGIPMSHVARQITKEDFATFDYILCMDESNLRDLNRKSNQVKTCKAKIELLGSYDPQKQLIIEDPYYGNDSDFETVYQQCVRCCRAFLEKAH
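Assay system: LMPTP-A phosphatase enzyme | Input: 0.625 nM enzyme | Also added: Fluorogenic phosphatase substrate OMFP at 400 µM final | Compound dosing: One test concentration per compound, 20 µM, with 3% DMSO overall | Schedule: 50 min enzyme reaction at room temperature, protected from light | Signal: Fluorescence intensity | Benchmarks: no-enzyme and uninhibited controls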
Rpn11 inh: blocks the human proteasome subunit Rpn11. O00487. human 26S proteasome, Ub4-pepOG fluorescence polarization; 20S core pre-blocked with epoxomicin. calls only at 20 µM. 0.59% of 360,000 active. AID 588493;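 active = inhibition at 20 µM, scaled to each plate's controls, above about 33%, limit read from the data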
Target sequence (O00487 whole entry, looked up): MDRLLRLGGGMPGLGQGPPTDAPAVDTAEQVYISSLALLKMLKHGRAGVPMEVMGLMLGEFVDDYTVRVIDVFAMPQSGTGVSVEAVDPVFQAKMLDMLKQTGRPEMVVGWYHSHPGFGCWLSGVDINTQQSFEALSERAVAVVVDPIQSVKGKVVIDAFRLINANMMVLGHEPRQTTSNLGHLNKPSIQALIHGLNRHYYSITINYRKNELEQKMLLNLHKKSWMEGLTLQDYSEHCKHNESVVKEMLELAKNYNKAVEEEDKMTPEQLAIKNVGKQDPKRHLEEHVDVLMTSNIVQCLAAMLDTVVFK
DNMT1 inh: blocks human DNA methyltransferase DNMT1. 0.83% of 360,000 active. DNMT1 molecular beacon, Hinp1I cleavage, fluorescence. P26358. inhibition (reported as % activation of signal), % at 10 µM; in the data active = inhibition above about 50%
TbMetRS inhib: Trypanosoma brucei MetRS inhibition; 0.4% of 360,000 active; purified T. brucei MetRS, ATP depletion, Kinase-Glo luminescence; inhibition, % at 11.9 µM; AID 624268;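 active = inhibition above a per-plate cutoff of the control wells' mean inhibition plus 3 SD, cut at about 5.5% in these data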;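 note: 0% = DMSO wells median and 100% = median of wells with control inhibitor compound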
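Assay system: T. brucei methionyl-tRNA synthetase, purified | Medium: HEPES buffer with MgCl2, KCl, DTT, spermine, BSA, pyrophosphatase | Compound: 11.9 µM single point | Incubation: 15 min enzyme-compound preincubation, 2 h reaction, 10 min detection, 25 °C | Measured by: Kinase-Glo luciferase luminescence reporting remaining unconsumed ATP | Measure: % inhibition normalized to control-well medians | Replication: Singlicate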
* = called active by the depositor; i = inactive; nt = no result given.

[1] Cc1ccc(-n2c(SCC(N)=O)nnc2-c2cnccn2)cc1
[2] COc1cccc(CNC(=O)CCNC(=O)c2ccco2)c1
[3] O=C1c2ccccc2C(=O)N1CCCC(=O)N1CCc2ccccc21
[4] CNC(=O)CCc1ccc(OC)cc1
[5] CSc1c2c([nH]c(=O)c1C#N)-c1ccccc1CC2
[6] COC(=O)Cc1cc(=O)n2c(nc3ccccc32)[nH]1
[7] CC(=O)Nc1ccc(S(=O)(=O)NNC(=O)c2cccc(Br)c2)cc1
[8] CCOC(=O)C1(C(N)=O)OC1(c1ccc(Cl)cc1)c1ccccc1Cl (configuration not stated)
entry no.	1	2	3	4	5	6	7	8
Scp-1 inhibitor	-11	-2	4	-27	nt	-5	-4	-13
NadD block	-1	-4	-5	-4	4	-6	4	-4
SUMO1-SIM PPI	5	-1	0	0	-13	3	2	2
MsrA inhibitor	-1.7	1.4	-0.7	0.3	0.2	0.7	0.0	-1.4
CSN deneddyl inh	-4	-3	-1	2	4	-1	-5	1
STEP block	3	-2	-6	0	2	-3	0	1
LMPTP block	0.9	-3.2	-0.6	-0.9	0.2	-0.6	-1.5	-2.0
Rpn11 inh	i	i	i	i	i	i	i	i
DNMT1 inh	3	1	1	-5	0	-3	0	1
TbMetRS inhib	0.5	-0.6	-1.3	-1.1	0.3	0.3	-0.3	-0.3

[9] CCOc1ccc(/C(C)=N/NC(=O)Cn2nc([N+](=O)[O-])cc2C)cc1
[10] CCN1C[C@@H]2[C@@H]3C(=O)N(Cc4ccccc4)C(=O)[C@@H]3[C@](C)(C1=O)N2C(=O)c1ccc(C)cc1
[11] Cc1[nH]c2ccccc2c1C(=O)CN1CCC(C)CC1
[12] O=C(COc1ccc(Cl)cc1Cl)N1CCCN(C(=O)COc2ccc(Cl)cc2Cl)CC1
[13] CC1(C)O[C@@H]2CC3C4C[C@H](F)C5=CC(=O)C=CC5(C)C4C(O)CC3(C)[C@]2(C(=O)CO)O1 (some centres not stated)
[14] CC1Oc2ccc(C#N)cc2N(Cc2cccc(F)c2)C1=O (configuration not stated)
[15] O=C(c1cc(-c2cccc(Cl)c2)on1)N1CCN(c2ccccc2)CC1
[16] Cc1ccc2c(NC(=O)c3ccco3)cccc2n1
entry no.	9	10	11	12	13	14	15	16
Scp-1 inhibitor	0	0	-10	-7	-17	nt	7	-5
NadD block	-9	-3	-9	-1	2	-4	5	8
SUMO1-SIM PPI	-6	0	-4	-23	2	0	1	-3
MsrA inhibitor	-0.2	1.5	0.7	-1.2	-2.1	0.9	0.0	1.4
CSN deneddyl inh	-2	-3	6	3	4	-3	4	0
STEP block	0	-4	1	-3	3	1	-1	0
LMPTP block	1.3	-0.5	0.4	2.2	-1.0	-0.3	2.7	2.4
Rpn11 inh	i	i	i	i	i	i	i	i
DNMT1 inh	6	0	2	3	1	1	0	-6
TbMetRS inhib	-0.5	0.3	-0.1	0.6	-0.4	-0.2	-1.0	-0.4

[17] Cc1oc(-c2ccccc2Cl)nc1CSCC(=O)O
[18] O=C(COC(=O)CNC(=O)c1ccc(Cl)cc1)NC1CCCCCC1
[19] COc1cc(-c2cc(-c3ccc(N)cc3)[nH]c(=O)c2C#N)cc(OC)c1OC
[20] O=C(Cn1c2[n+](c3ccc(C(F)(F)F)cc31)CCCCC2)c1ccc2c(c1)OCCO2
[21] CCSc1nnc(NC(=O)CCC2CCCCC2)s1
[22] N#CCCN1CCN(S(=O)(=O)c2ccc3c(c2)OCCCO3)CC1
[23] CCNC(=O)NC(=O)C(C)Sc1nc2ccccc2c(=O)n1-c1cccnc1 (configuration not stated)
[24] O=C(COC(=O)C1CC1)Nc1ccc(N=Nc2ccccc2)cc1
entry no.	17	18	19	20	21	22	23	24
Scp-1 inhibitor	-3	-5	-2	7	9	-6	-5	-5
NadD block	3	-5	0	-1	-3	2	0	-5
SUMO1-SIM PPI	-1	-2	-36	-1	-4	1	-1	-16
MsrA inhibitor	0.8	-0.2	2.6	-0.5	0.7	-0.8	-0.3	2.3
CSN deneddyl inh	-1	-1	27	-6	-1	-4	-3	2
STEP block	2	0	-3	-2	1	-9	-3	-4
LMPTP block	-1.8	-0.4	-6.5	-0.9	-0.8	1.9	-1.6	0.3
Rpn11 inh	i	i	nt	i	i	i	i	i
DNMT1 inh	0	-7	-5	4	2	-1	2	4
TbMetRS inhib	-0.5	-0.3	-0.1	-0.8	-0.8	-0.5	-0.1	-0.4

[25] CC(C)c1cccc(C(C)C)c1NC(=O)CN1C(=O)NC2(CCCC2)C1=O
[26] COc1ccc(N(CC(=O)NC2CCCCC2)C(=O)CNC(=O)c2ccco2)cc1
[27] Cc1cc(S(=O)(=O)NCCN2CCOCC2)c(C)s1
[28] Nc1ccc(-c2cnc[nH]2)cc1[N+](=O)[O-]
[29] Cc1cc(-c2ccc(N3C(=O)CCC3=O)c(C)c2)ccc1N1C(=O)CCC1=O
[30] CCc1ccc(N(CC(=O)NC(C)C)C(=O)CCC(=O)Nc2nccs2)cc1
[31] CCOC(=O)C1CCN(C(=O)Cn2cc3c(n2)CCC(C)C3)CC1 (configuration not stated)
[32] CC(=O)ON=C1C=CC(=C(C#N)c2ccccc2)C=C1
entry no.	25	26	27	28	29	30	31	32
Scp-1 inhibitor	-2	2	-10	-5	-4	9	-4	nt
NadD block	-13	2	4	-12	3	-4	1	5
SUMO1-SIM PPI	4	-7	2	-31	-5	1	1	-2
MsrA inhibitor	-1.5	-1.1	0.1	-0.4	0.0	0.3	0.0	0.8
CSN deneddyl inh	2	-1	1	-4	1	1	-2	2
STEP block	-3	-7	5	-1	-3	-2	1	1
LMPTP block	-0.8	0.0	-1.2	1.1	0.3	-1.2	0.0	1.7
Rpn11 inh	i	i	i	i	i	i	i	i
DNMT1 inh	2	3	0	1	3	0	1	-5
TbMetRS inhib	0.1	-1.9	-0.3	-0.5	-0.8	0.3	-1.2	-0.1

Three compounds from above, arranged by the number in LMPTP block, highest first.
cpd	canonical_smiles	Scp-1 inhibitor	NadD block	SUMO1-SIM PPI	MsrA inhibitor	CSN deneddyl inh	LMPTP block	Rpn11 inh	DNMT1 inh
32	CC(=O)ON=C1C=CC(=C(C#N)c2ccccc2)C=C1	nt	5	-2	0.8	2	1.7	i	-5
31	CCOC(=O)C1CCN(C(=O)Cn2cc3c(n2)CCC(C)C3)CC1 (configuration not stated)	-4	1	1	0.0	-2	0.0	i	1
27	Cc1cc(S(=O)(=O)NCCN2CCOCC2)c(C)s1	-10	4	2	0.1	1	-1.2	i	0

(listing goes on)
[33] COc1ccc(/C=C/C(=O)NC(=S)Nc2cc3oc4ccccc4c3cc2OC)cc1
[34] Cc1ccccc1OCC(=O)Nc1ccc(S(=O)(=O)N2CCCC2)cc1
[35] O=C(NCc1ccccc1Cl)C1CCN(S(=O)(=O)N2CCCC2)CC1
[36] Cn1c(N)c(C(=O)CSc2ccc3c(c2)OCCO3)c(=O)n(C)c1=O
[37] O/N=C(/CN(O)/C=C1/C=CC=N1)c1cccs1
[38] COc1ccccc1NC(=O)CN1CCN(CC(=O)Nc2ccc(OCc3ccccc3)cc2)CC1
[39] Cc1ccc(N=C(NO)c2cnccc2C(F)(F)F)c(C)c1
[40] Cc1cccc(NC(=O)Cn2nc(-c3cccs3)ccc2=O)c1C
entry no.	33	34	35	36	37	38	39	40
Scp-1 inhibitor	1	-1	-7	-6	-7	-5	-4	-5
NadD block	3	-4	-2	8	3	-7	0	3
SUMO1-SIM PPI	5	1	0	9	-2	-1	7	-27
MsrA inhibitor	0.0	0.3	1.1	-0.4	-0.2	0.4	-0.4	-0.8
CSN deneddyl inh	-3	-3	3	2	0	-4	-1	-4
STEP block	0	-2	-2	0	1	1	-1	0
LMPTP block	0.6	1.2	0.2	0.2	2.0	0.2	-0.1	0.3
Rpn11 inh	i	i	i	i	i	i	i	i
DNMT1 inh	57*	-2	3	-4	-3	-15	0	4
TbMetRS inhib	-0.3	-0.2	0.1	0.2	-0.8	0.2	-0.4	-0.1

[41] CCN(CC)S(=O)(=O)c1ccc(NS(=O)(=O)c2ccc(C)c(C)c2)cc1
[42] CC(C)Cc1ccc(-c2cc(=O)[nH][nH]2)cc1
[43] COc1ccc2ncc(OC(C)=O)cc2c1
[44] COc1ccccc1CC(=O)Nc1ccc(S(=O)(=O)N2CCN(C)CC2)cc1
[45] CCc1nn(CCCC(=O)NCc2ccc(OC(C)C)cc2)c(=O)c2cc3occc3n12
[46] Cc1ccc(C)c(-n2nnnc2SCC(=O)NNC(=O)c2ccco2)c1
[47] COc1ccc(N(C(=O)COc2ccc(C)cc2)S(=O)(=O)c2ccc(C)cc2)cc1
[48] CCCN1CCN(C(=O)C2CCN(c3ncnc4c3nc3n4CCCCC3)CC2)CC1
entry no.	41	42	43	44	45	46	47	48
Scp-1 inhibitor	-13	-5	-5	-5	10	3	-13	-6
NadD block	-7	0	2	-1	-1	-4	-6	-2
SUMO1-SIM PPI	-2	1	2	2	-2	-2	-2	1
MsrA inhibitor	0.8	0.0	-0.8	-0.4	1.5	-0.9	-0.3	0.0
CSN deneddyl inh	0	-8	-10	-3	3	-1	-9	-3
STEP block	0	-2	-1	-2	0	-3	0	2
LMPTP block	1.5	2.3	-2.4	-0.4	20	-1.2	3.6	1.0
Rpn11 inh	i	i	i	i	i	i	i	i
DNMT1 inh	-1	-18	12	0	-3	9	-1	-1
TbMetRS inhib	-0.9	1.0	0.2	-0.4	-1.2	-0.8	-0.5	-0.1

In the list so far, these contain an aryl thioether with sulfur outside any ring:
[1] Cc1ccc(-n2c(SCC(N)=O)nnc2-c2cnccn2)cc1
[5] CSc1c2c([nH]c(=O)c1C#N)-c1ccccc1CC2
[21] CCSc1nnc(NC(=O)CCC2CCCCC2)s1
[23] CCNC(=O)NC(=O)C(C)Sc1nc2ccccc2c(=O)n1-c1cccnc1 (configuration not stated)
[36] Cn1c(N)c(C(=O)CSc2ccc3c(c2)OCCO3)c(=O)n(C)c1=O
[46] Cc1ccc(C)c(-n2nnnc2SCC(=O)NNC(=O)c2ccco2)c1
entry no.	1	5	21	23	36	46
Scp-1 inhibitor	-11	nt	9	-5	-6	3
NadD block	-1	4	-3	0	8	-4
SUMO1-SIM PPI	5	-13	-4	-1	9	-2
MsrA inhibitor	-1.7	0.2	0.7	-0.3	-0.4	-0.9
CSN deneddyl inh	-4	4	-1	-3	2	-1
STEP block	3	2	1	-3	0	-3
LMPTP block	0.9	0.2	-0.8	-1.6	0.2	-1.2
Rpn11 inh	i	i	i	i	i	i
DNMT1 inh	3	0	2	2	-4	9
TbMetRS inhib	0.5	0.3	-0.8	-0.1	0.2	-0.8

From PubChem
